Source: PubChem (several laboratories)
EBV gp42 inh – Epstein-Barr virus gp42 inhibitors, primary screen, biochemical, uHTS, fluorescence polarization. Glycoprotein 42 (Epstein-Barr virus (strain AG876)), Q1HVG2. Fluorescence polarization binding assay, mP read-out. inhibition, % (tested at 21.74 µM). hit rate 0.42% among 220,000; in the data active = inhibition above about 50%
Target sequence (Q1HVG2 whole entry, looked up): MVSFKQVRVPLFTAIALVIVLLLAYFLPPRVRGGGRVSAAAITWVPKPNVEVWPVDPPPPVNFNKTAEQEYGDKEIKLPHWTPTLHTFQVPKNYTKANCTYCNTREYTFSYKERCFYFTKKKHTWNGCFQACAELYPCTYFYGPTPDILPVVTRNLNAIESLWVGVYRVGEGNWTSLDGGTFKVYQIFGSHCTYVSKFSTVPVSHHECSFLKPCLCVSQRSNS
RBBP9 inh – human RBBP9 inhibitors, primary screen, biochemical, fluorescence polarization, FP-Rh probe, HTS; hit rate 0.2% among 220,000; inhibition, % at 7.94 µM; Serine hydrolase RBBP9 (Homo sapiens), O75884; recombinant RBBP9;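 active = inhibition above the campaign mean of all tested compounds plus 3 SD, cut at about 14% in these data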;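 note: plate controls were DMSO wells with RBBP9 for no effect and wells lacking RBBP9 protein for full effect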
Target sequence (O75884 whole entry, looked up): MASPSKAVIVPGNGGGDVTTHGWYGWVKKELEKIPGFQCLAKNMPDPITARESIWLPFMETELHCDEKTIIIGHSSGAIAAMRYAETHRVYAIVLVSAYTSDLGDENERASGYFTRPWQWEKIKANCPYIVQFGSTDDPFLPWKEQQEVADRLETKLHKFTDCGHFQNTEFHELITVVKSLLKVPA
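Test system: recombinant human RBBP9. Quantity: 2.5 µM RBBP9 dispensing solution, before mixing. Detection: FP readout at 525/598 nm. Reagent: Serine-hydrolase probe FP-Rh, 375 nM pre-mixing. Measure: % inhibition. Control set: DMSO-treated enzyme wells and wells lacking RBBP9. Buffer or medium: Tris-NaCl-Pluronic buffer, pH 8.0. Times: preincubation 30 min plus labeling 45 min at 25 °C.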
p47phox inh – p47phox/p22phox peptide binding inhibitors, primary screen, biochemical, uHTS, NADPH oxidase regulatory subunit | hit rate 0.53% among 220,000 | Neutrophil cytosol factor 1 (Homo sapiens), P14598 | inhibition, % at 24.7 µM | fluorescence polarization, 2 h;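 active = inhibition above about 30%, limit read from the data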;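 note: 0% = p47phox with labelled peptide and 100% = labelled peptide alone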
Target sequence (P14598 whole entry, looked up): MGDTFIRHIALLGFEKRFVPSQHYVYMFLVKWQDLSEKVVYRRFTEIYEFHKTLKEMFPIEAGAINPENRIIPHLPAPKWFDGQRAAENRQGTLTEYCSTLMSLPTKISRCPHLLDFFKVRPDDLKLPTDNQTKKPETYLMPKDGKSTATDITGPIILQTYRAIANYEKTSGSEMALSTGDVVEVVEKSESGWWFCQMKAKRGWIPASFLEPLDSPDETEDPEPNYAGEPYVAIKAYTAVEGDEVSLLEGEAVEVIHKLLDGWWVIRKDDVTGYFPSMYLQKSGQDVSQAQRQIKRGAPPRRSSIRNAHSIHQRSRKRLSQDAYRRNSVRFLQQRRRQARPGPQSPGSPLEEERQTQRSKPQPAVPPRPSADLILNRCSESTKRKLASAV
Runt-CBFb FRET – inhibitors of RUNX1 Runt–CBFb binding, primary screen, biochemical, FRET, Cerulean-Runt, Venus-CBFb, uHTS; Cerulean-Runt/Venus-CBFb FRET ratio 530/480, 1 h; hit rate 0.46% among 220,000; inhibition, % at 20 µM;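 active = inhibition over about 50% at 20 µM in the single-dose screen, limit read from the data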;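 note: 0% = DMSO wells and 100% = excess unlabeled CBFb competitor control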
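test system = Cerulean-tagged RUNX1 Runt domain (FRET donor) fusion protein | reagent = Venus-CBFb binding partner, 100 nM | incubation = protein complex preformed 1 h, compound exposure 1 h, room temperature, dark | detection = FRET fluorescence | read-out basis = loss of energy transfer signal | controls = 5 µM unlabeled CBFb as full-inhibition high control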
Tb hexokinase – Trypanosoma brucei hexokinase 1 inhibitors, primary screen, biochemical, G6PDH-coupled NADH absorbance, MLSCN library; hexokinase 1 [Trypanosoma brucei]; recombinant TbHK1, G6PDH-coupled NADH A340; inhibition, % at 10 µM; hit rate 0.11% among 220,000; AID 1430, 2008;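 active = inhibition of 50% or more in the single-dose primary screen; inactive = inhibition below 50%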
Calpain2 inh – inhibitors of pig calpain II, primary screen, biochemical, fluorogenic peptide substrate, 1536-well; hit rate 0.37% among 220,000; purified calpain II, 30 min; inhibition, % at 16 µM;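 active = inhibition above about 50%, limit read from the data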
Runt-SMMHC FRET – inhibitors of RUNX1 Runt–CBFb-SMMHC binding, primary screen, biochemical, FRET, Cerulean-Runt, Venus-CBFb-SMMHC, uHTS; Runt-related transcription factor 1 (Homo sapiens) + Core-binding factor subunit beta …; Cerulean-Runt/Venus-CBFb-SMMHC FRET ratio 530/480, 1 h; inhibition, % at 20 µM; hit rate 0.74% among 220,000; AID 1434, 2008;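 active = mean inhibition across duplicate retests at 20 µM reaching about 50%, limit read from the data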;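 note: 0% = DMSO wells and 100% = wells with excess untagged CBFb-SMMHC; inhibitors lower the FRET ratio by blocking Runt binding to CBFb-SMMHC; some results filed as inactive read as strong as hits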
p97 ATPase inh – inhibitors of human p97 ATPase, primary screen, biochemical; inhibition, % at 8 µM; recombinant p97 ATPase, Kinase-Glo ATP luminescence, 3 h; hit rate 0.42% among 220,000; Transitional endoplasmic reticulum ATPase (Homo sapiens), P55072; in the data active = inhibition above about 15%;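 note: 0% = DMSO vehicle and 100% = wells lacking enzyme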
Furin inh – human furin inhibitors, primary screen, biochemical, fluorescence intensity | purified furin, fluorogenic substrate cleavage | hit rate 0.061% among 220,000 | inhibition, % at 30 µM | P09958 | AID 463115, 2010; in the data active = inhibition above about 25%; note: inactives centre near -15
The depositor's hits bear a star; / = no result given; [ ] = remark or other dose.

SMILES | EBV gp42 inh | RBBP9 inh | p47phox inh | Runt-CBFb FRET | Tb hexokinase | Calpain2 inh | Runt-SMMHC FRET | p97 ATPase inh | Furin inh
CCn1c(=O)c2cc(C(=O)N3CCOCC3)sc2c2ccccc21 | -16.2 | -3.1 | -2.7 | 2.5 | -26.7 | -150.8 | 2.2 | -5.0 | 0.0
CC/C(Cc1ccccc1)=N/NC(=O)CCn1nnc2ccccc21 | -15.2 | -9.7 | -2.7 | -1.0 | -2.6 | -17.1 | 2.0 | -0.3 | -25.7
O=C(CSc1cccc2cccnc12)N/N=C/c1cccc(O)c1 | 1.1 | -9.2 | 2.2 | 1.1 | 2.3 | -197.8 | 0.2 | -0.4 | -11.8
Cc1ccc2[nH]c(=O)c(CN(CCO)Cc3nnnn3CCc3ccccc3)cc2c1 | 3.1 | 5.0 | -1.7 | 4.3 | -17.0 | -0.8 | -1.0 | 5.7 | -9.8
CCOc1c(S(=O)(=O)N2CCCC2)ccc(Cl)c1Cl | -2.6 | -2.5 | 3.7 | 1.8 | -2.3 | 27.2 | -6.1 | -2.3 | -15.9[20 µM]
COC(=O)c1c(NC(=S)NN2CCOCC2)sc2c1CCCC2 | 13.7 | -2.3 | / | -3.2 | -2.7 | 5.9 | -1.3 | 4.0 | -47.2
COc1cccc(-n2nc3c(=O)n(Cc4ccccc4Cl)nc(C)c3c2C)c1 | -3.9 | -7.5 | 84.1* | -2.8 | -7.4 | -10.2 | 2.2 | 0.2 | -22.0
CCOc1cc(/C=N/NC(=O)c2cccnc2)ccc1O | -15.0 | -1.7 | -7.8 | 2.9 | -63.5 | -12.4 | 0.1 | -1.7 | -6.3
CCCCCOC(=O)Cn1c(=O)oc2ccccc21 | -0.1 | -10.9 | -14.5 | -0.7 | 2.5 | 4.8 | -3.0 | -7.1 | -2.8
COc1ccc(C(=O)/C=C/c2cccs2)c(OC(=O)c2cccc([N+](=O)[O-])c2)c1 | -2.0 | -4.8 | -5.2 | 2.5 | -12.5 | 34.2 | -0.1 | 7.9 | -8.4[20 µM]
CCOC(=O)c1c(NC(=O)c2nn(CC)cc2Br)sc2c1CCCCC2 | -10.7 | -7.0 | -35.5 | 2.3 | -3.1 | -240.6 | -0.6 | 4.1 | -19.5[20 µM]
Cc1nc(C)c(C(=O)C2=C(O)C(=O)N(CCCn3ccnc3)C2c2ccc(Cl)cc2)s1 (stereo not drawn) | 9.2 | 2.1 | -10.0 | 0.3 | -34.5 | -4.5 | -2.2 | 0.3 | -15.3
O=C(CSc1nc2ccccc2o1)c1ccc2c(c1)OCCO2 | -17.3 | -6.8 | -50.3 | -1.4 | -0.8 | -1.6 | -1.8 | 4.8 | -22.7[20 µM]
O=C1Nc2cc(Cl)ccc2C1(N1CCNCC1)C(F)(F)F (stereo not drawn) | -9.2 | -7.0 | -10.6 | -2.2 | -1.6 | 25.6 | 4.2 | 1.1 | -30.7
Cc1c(C(=O)NCCCN2CCOCC2)sc2ncnc(N3CCN(c4ccccc4)CC3)c12 | -10.5 | -9.9 | -7.8 | -0.8 | -7.6 | -63.9 | -2.4 | 0.6 | -19.4
CCc1ccc(NC(=O)CC2NCCNC2=O)cc1 (stereo not drawn) | -28.7 | 0.3 | -4.2 | 0.3 | 3.7 | -8.6 | 1.4 | 3.2 | -16.7[20 µM]
CCCCCCSc1nsc(NC(=O)CC(C)C)n1 | -10.4 | -12.7 | 1.9 | -3.2 | 0.2 | 9.6 | 1.1 | -2.5 | -13.0
CCOC(=O)c1cccc(NC(=O)CSc2nc3ccccc3c(=O)n2CCOC)c1 | -16.4 | -6.6 | -6.2 | -12.5 | -3.3 | 11.8 | -10.2 | -1.2 | -14.3
O=C(CSc1ccc(Cl)cc1)NC1CCCC1 | -10.2 | 7.4 | -7.8 | -0.2 | -1.1 | -25.1 | -1.2 | -0.1 | -21.3
COc1ccc(C2=C/C(=C/c3cccnc3)C(=O)O2)cc1OC | -77.7 | -5.3 | -8.8 | -16.3 | -10.0 | -12.0 | -59.5 | 0.7 | -8.4
CN1CCN(C(=O)c2ccc(S(=O)(=O)c3ccc(Br)cc3)cc2)CC1 | -26.1 | -4.6 | -1.7 | 1.0 | 1.1 | -28.1 | 0.4 | 2.5 | -29.8
O=C(c1ccc(S(=O)(=O)N2CCOCC2)cc1)N1CCN(c2ccccc2F)CC1 | -20.0 | -1.3 | -12.8 | 0.5 | 1.4 | -14.1 | 3.4 | -0.7 | -29.9[20 µM]
C/C=C/c1ccc(OCC(=O)Nc2ccc(C(N)=O)cc2)c(OC)c1 | -20.1 | -6.5 | -5.9 | -3.1 | -2.4 | -28.4 | 4.7 | 6.2 | -13.6
CC(=O)Nc1ccccc1OCC(=O)NCC(F)(F)F | -16.2 | 3.9 | -7.2 | 0.1 | 1.1 | 14.4 | -0.7 | -0.5 | -16.6
COc1cc(C(C)=O)ccc1OCC(O)CN(CCO)Cc1ccccc1 (stereo not drawn) | -0.6 | 4.9 | -3.0 | -0.8 | 0.6 | 1.1 | 0.6 | 0.7 | -33.2
SMILES | EBV gp42 inh | RBBP9 inh | p47phox inh | Runt-CBFb FRET | Tb hexokinase | Calpain2 inh | Runt-SMMHC FRET | p97 ATPase inh | Furin inh
CN(C(=O)COc1ccccc1)c1nnc(-c2ccncc2)s1 | -5.0 | -5.5 | -11.5 | -1.4 | -11.9 | -71.3 | 4.7 | 3.7 | -15.6
COc1ccccc1OCc1nc(C#N)c(N2CCC(C(N)=O)CC2)o1 | -16.4 | -5.7 | -2.2 | 0.9 | -3.5 | -9.5 | -2.6 | 9.4 | -19.5
CCOc1cccc(CN2CCCC(CCC(=O)NCc3ccccc3F)C2)c1O (stereo not drawn) | -9.0 | -6.0 | -1.2 | 2.0 | -1.6 | -4.0 | 2.6 | -1.0 | -16.7
Nc1ccc(-c2ccc(N)c(C(=O)O)c2)cc1C(=O)O | -14.6 | -3.5 | -2.9 | 15.9 | -11.3 | -66.9 | -3.7 | 3.4 | -10.3
O=C(c1cc2ccccc2oc1=O)N(Cc1ccco1)C1CCS(=O)(=O)C1 (stereo not drawn) | -18.5 | 3.9 | -5.1 | 3.5 | -15.3 | -12.2 | 7.3 | -0.5 | -17.3
CNC(=S)N/N=C(\C)c1ccc2c(c1)OCO2 | 0.8 | 5.1 | -5.7 | -0.1 | -18.4 | -22.2 | 0.6 | 4.2 | -25.2
COc1cccc(CC(NC(C)=O)C(=O)NC2CCN(S(=O)(=O)c3cccc4ccccc34)CC2)c1 (stereo not drawn) | -22.9 | -5.3 | -2.3 | -0.8 | -11.9 | -15.2 | 0.0 | -2.0 | -9.7[20 µM]
O=c1oc2ccccc2n1CCCOc1ccccc1 | 0.6 | 5.1 | -3.8 | -0.3 | -0.1 | 3.8 | -1.0 | 5.7 | -17.9
O=C(Nc1cccc(Cl)c1)Nc1nnc(CC2=CCCCC2)s1 | -25.2 | 6.2 | -11.2 | -0.1 | 4.1 | 0.9 | 0.3 | 9.2 | -25.5
COc1ccc(C2=NOC(COc3ccc4c(C)cc(=O)oc4c3)C2)c(OC)c1 (stereo not drawn) | -6.3 | 10.8 | -8.4 | 0.2 | -8.2 | 23.6 | 0.2 | -0.4 | -21.8
CC(C)CCn1c(SCCc2ccccc2)nc2c1c(=O)[nH]c(=O)n2C | -23.1 | -4.1 | -16.5 | -3.3 | 0.1 | 8.5 | -2.6 | -1.3 | -21.4
COC(=O)c1cn(C)c2ccc(S(=O)(=O)N3CCCC3)cc2c1=O | -32.1 | 2.9 | -6.3 | / | -22.8 | 24.8 | / | 3.7 | -21.0
CC(C)c1ccc(CN2CC(C(=O)O)CC2=O)cc1 (stereo not drawn) | 4.9 | -1.9 | -7.7 | 3.1 | -7.4 | 2.9 | -2.0 | -3.3 | -1.9[20 µM]
CCC(C)(C)n1nnnc1CN1CCC(NC(=O)c2ccccc2C)CC1 | -14.0 | -6.0 | -22.4 | 0.6 | -1.3 | -13.3 | 4.9 | 4.5 | -14.3[20 µM]
Cn1ncc(N=Cc2ccccc2[N+](=O)[O-])c1C(N)=O | -12.9 | -1.1 | -14.8 | 4.6 | -11.0 | -10.8 | 1.4 | 6.8 | -4.8
CCC(C)N1C(=O)S/C(=C/c2ccc3c(c2)n(C)c(=O)n3C)C1=O (stereo not drawn) | 3.6 | -0.9 | 0.1 | -0.1 | -18.3 | -2.8 | 1.8 | -0.8 | -10.1
CCOC(=O)C1(CCCCCCOc2ccc(Cl)cc2)CO1 (stereo not drawn) | -3.6 | -9.2 | 3.0 | -1.6 | / | 19.0 | -6.9 | -8.1 | /
O=C(NCc1ccccc1)c1ncn[nH]1 | -7.0 | 0.7 | -9.1 | 1.3 | -14.3 | -24.5 | 0.8 | 8.0 | -22.5
O=C(C1CCCO1)N1CCc2ccccc21 (stereo not drawn) | -8.2 | -11.5 | -7.3 | -0.3 | -0.4 | -19.4 | 10.6 | -4.3 | -23.4[20 µM]
O=C(NC1CC1)c1cc2c(F)cccc2s1 | -10.2 | -4.5 | -3.0 | 1.3 | -5.7 | -21.0 | -9.3 | 2.2 | -29.8
COC(=O)C(C)N(C#N)c1nc(C)cc(C)n1 (stereo not drawn) | -20.6 | -7.2 | -10.2 | / | 2.2 | 3.3 | 4.4 | -2.1 | -14.1[20 µM]
CCS(=O)(=O)N1CCN(C(=O)c2ccccc2[N+](=O)[O-])CC1 | -0.5 | -5.9 | -0.7 | 1.0 | -2.5 | -11.3 | -0.6 | 3.9 | -5.9
COc1cccc(C2CC(C(F)(F)F)n3nc(C(=O)Nc4c(C)n(C)n(-c5ccccc5)c4=O)cc3N2)c1 (stereo not drawn) | 3.5 | 1.2 | 1.5 | -7.5 | -0.4 | 0.5 | -9.4 | 0.5 | -27.2
Cc1ccc(N2CC(C(=O)NCC3CCCO3)CC2=O)cc1Cl (stereo not drawn) | -8.2 | -11.2 | -5.9 | -2.5 | -3.4 | -4.9 | -4.1 | -2.0 | -17.4
Cc1cnc(C(=O)OCC(=O)NC2CCCCC2)cn1 | -25.4 | -1.1 | -10.4 | -0.7 | -3.2 | -7.4 | 1.6 | -1.3 | -20.1
